Screening results: PubChem, Sanford-Burnham Center for Chemical Genomics
Mdm2 MdmX PPI – inhibitors of human Mdm2-MdmX association, primary screen, cell-based, luminescence, split luciferase, SaOS-2, uHTS; SaOS-2 split-luciferase Mdm2/MdmX complementation; inhibition, % at 8 µM; hit rate 3% among 330,000; AID 485346, 2010;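 active = inhibition of at least 50% at 8 µM in the primary screen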
Target sequence (O15151 whole entry, looked up): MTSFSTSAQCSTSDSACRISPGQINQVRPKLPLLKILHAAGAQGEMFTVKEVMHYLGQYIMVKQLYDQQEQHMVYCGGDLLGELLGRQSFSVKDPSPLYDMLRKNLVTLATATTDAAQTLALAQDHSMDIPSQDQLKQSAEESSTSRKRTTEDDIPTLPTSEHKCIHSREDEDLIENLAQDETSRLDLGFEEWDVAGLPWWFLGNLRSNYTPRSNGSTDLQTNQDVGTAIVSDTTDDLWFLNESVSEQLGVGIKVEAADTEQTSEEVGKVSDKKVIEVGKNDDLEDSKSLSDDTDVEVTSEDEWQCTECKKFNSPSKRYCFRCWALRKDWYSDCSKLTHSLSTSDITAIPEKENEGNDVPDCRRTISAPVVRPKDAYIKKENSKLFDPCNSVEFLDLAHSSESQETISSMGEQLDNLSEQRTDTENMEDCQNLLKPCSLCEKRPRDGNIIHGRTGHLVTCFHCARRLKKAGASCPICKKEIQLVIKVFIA
Target sequence (Q00987 whole entry, looked up): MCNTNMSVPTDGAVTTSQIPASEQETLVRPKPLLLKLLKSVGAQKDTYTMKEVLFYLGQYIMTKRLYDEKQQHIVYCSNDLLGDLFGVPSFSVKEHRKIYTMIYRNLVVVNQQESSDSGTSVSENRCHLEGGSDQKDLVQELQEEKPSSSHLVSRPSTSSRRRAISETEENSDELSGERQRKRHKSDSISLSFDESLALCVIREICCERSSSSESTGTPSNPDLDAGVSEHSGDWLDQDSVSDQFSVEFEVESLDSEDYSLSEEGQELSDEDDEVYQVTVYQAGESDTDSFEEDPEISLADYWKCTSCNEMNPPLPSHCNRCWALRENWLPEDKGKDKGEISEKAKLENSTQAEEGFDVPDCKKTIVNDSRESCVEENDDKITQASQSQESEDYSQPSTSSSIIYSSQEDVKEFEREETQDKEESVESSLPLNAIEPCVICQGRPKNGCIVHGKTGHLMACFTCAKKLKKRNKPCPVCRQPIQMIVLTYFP
697 NFkB inh – inhibitors of PMA/ionomycin-induced NF-kB reporter, 697 cells, primary screen, B-cell NF-kB inhibitor project, cell-based, luminescence, uHTS; 697 B-cell NF-kB luciferase reporter, 16 h; inhibition, % at 4 µM; hit rate 0.33% among 330,000; in the data active = inhibition above about 35%
tim10-1 inh – growth inhibitors of tim10-1 mutant yeast, primary screen, luminescence, uHTS; AID 463190, 2010; hit rate 2.2% among 330,000; S. cerevisiae tim10-1 ts strain growth, BacTiter-Glo, 24 h; inhibition, % at 20 µM;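 active = inhibition of at least 40%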;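 note: mutant grown at 25 °C; 0% = DMSO wells with yeast and 100% = wells holding no yeast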
UPR XBP1 act – activators of adaptive XBP1 UPR arm, primary screen, cell-based, CHO-XBP1 luciferase reporter, luminescence, uHTS | IRE1-XBP1 UPR activation; percent of tunicamycin response, DMSO as zero | activation, % at 20 µM | hit rate 0.33% among 330,000 | AID 463104, 2010;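 active = versus positive control, 20 µM dose yields 30% or more activation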;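 note: 100% = tunicamycin at 10 µg/mL and 0% = DMSO only wells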
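Material: CHO cell line with stable XBP1 luciferase reporter; buffer or medium: F12 medium containing 10% fetal bovine serum; compound: single point, 20 µM final compound, 1% DMSO; incubation: 6 h treatment, 37 °C; measured by: glow luminescence from Steady-Glo reagent; evaluation: activation, % of tunicamycin; control set: tunicamycin high, DMSO low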
Jurkat NFkB inh – inhibitors of induced NF-kB luciferase reporter, primary screen, TCR NF-kB activation inhibitor project, cell-based, luminescence, uHTS; Jurkat, PMA/ionomycin-induced NF-kB luciferase reporter; inhibition, % at 4 µM; hit rate 0.53% among 330,000; AID 435003, 2010; in the data active = inhibition above about 50%
UPR CHOP act – activators of apoptotic CHOP UPR arm, primary screen, cell-based, CHO-CHOP luciferase reporter, luminescence, uHTS; UPR activation; percent of tunicamycin response over DMSO baseline; activation, % at 10 µM; hit rate 0.34% among 330,000;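 active = at 10 µM dose, activation of 40% or more, normalized to positive control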;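 note: 100% = tunicamycin at 10 µg/mL and 0% = DMSO alone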
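Test system: CHO CHOP reporter cells. Input: 500 CHO-CHOP cells per well. Medium: F12 with 10% FBS. Technique: luciferase luminescence. Measure: percent activation relative to tunicamycin control. Dosing: 10 µM compound, 0.5% DMSO. Timing: 16-18 h cell attachment, then 6 h compound exposure, 37 °C.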
TIM10 inh – growth inhibitors of isogenic TIM10 control yeast, primary screen, counter-screen for tim10-1 yeast inhibitor project, luminescence, uHTS. inhibition, % at 10 µM. AID 463195, 2010. S. cerevisiae TIM10 strain growth, BacTiter-Glo luminescence, 24 h. hit rate 1.4% among 330,000;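 active = inhibition of 40% or more at the single tested concentration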;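 note: wild-type TIM10 isogenic control strain grown at permissive 25 °C; 0% = DMSO yeast wells and 100% = minimal medium wells without yeast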
tim23-1 inh – growth inhibitors of tim23-1 mutant yeast, primary screen, luminescence, uHTS. S. cerevisiae tim23-1 growth, BacTiter-Glo luminescence, 24 h. inhibition, % at 20 µM. hit rate 1.3% among 330,000. AID 463212, 2010;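 active = growth inhibition of the mutant yeast at or above 50%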;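 note: temperature-sensitive mutant grown at 25 °C; plate controls were DMSO-treated mutant yeast for no effect and medium wells lacking yeast for full effect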
* hit, by the source's call.

SMILES | Mdm2 MdmX PPI | 697 NFkB inh | tim10-1 inh | UPR XBP1 act | Jurkat NFkB inh | UPR CHOP act | TIM10 inh | tim23-1 inh
Nc1c(C(=O)NCCN2CCOCC2)c2nc3ccccc3nc2n1-c1ccc2c(c1)OCO2 | 19 | -41 | 13 | 0 | -18 | 0.8 | 2 | 8
Nn1cnc2cc3ccccc3cc2c1=O | -12 | -11 | 3 | 0 | 4 | 0.4 | 3 | -12
COc1cccc(CN2CCN(c3ncccn3)CC2)c1 | -3 | -7 | 9 | 0 | -5 | 1.5 | -27 | 2
CCOc1ccc(Nc2ncnc3c2cnn3-c2ccccc2)cc1 | 5 | -34 | -25 | 3 | -23 | 6.9 | 14 | -13
C/C(=N\Nc1ncc(Cl)cc1Cl)c1ccc(C#N)cc1 | -10 | 24 | 6 | 1 | -10 | 3.0 | 22 | -1
CN(CC1CCOCC1)C(=O)CC1C(=O)NCCN1Cc1ccccc1F (centres undefined) | -22 | 9 | 4 | -2 | -7 | 0.1 | 7 | 3
Cc1ccc(C(=O)Nc2nc(-c3cccnc3)cs2)o1 | -30 | 18 | -11 | -3 | -16 | 1.3 | 4 | -4
COc1ccc(C2CCCN2C(=O)Nc2ccc(F)cc2)cc1OC (centres undefined) | 25 | 19 | 16 | -5 | 11 | 5.5 | -5 | 11
CCN(CC(=O)Nc1c(F)cccc1F)C(=O)C1CCN(S(=O)(=O)c2ccc(F)cc2)CC1 | -11 | 10 | 9 | -4 | -8 | 1.9 | -3 | 13
Cc1nn(C)cc1/C=N/NC(=S)Nc1ccccc1 | 10 | -49 | 21 | 0 | -52 | 26 | 17 | 26
COc1ccc(N2C(=O)CSC23C(=O)Nc2ccccc23)cc1 (centres undefined) | 28 | -5 | 7 | -1 | 5 | -0.1 | -2 | 22
Cn1c(C(=O)N2CCN(C(=O)c3ccco3)CC2)cc2c(=O)n(C)c3ccccc3c21 | 7 | 9 | -5 | -3 | 15 | -2.4 | 6 | -6
COc1cccc(CNC(=O)CN2c3cccc4cccc(c34)S2(=O)=O)c1 | -20 | -17 | 12 | 0 | -7 | 0.4 | -1 | 13
CSc1nc(N)nc2c1ncn2CC(=O)NCc1ccc2[nH]ccc2c1 | 12 | -1 | 9 | -1 | 1 | 0.3 | 2 | 10
CC1(OC(=O)C2CCCC2)C(=O)C=C2C=C(c3ccsc3)N(CCCCO)C=C2C1=O (centres undefined) | 5 | -10 | 1 | 0 | 13 | -0.9 | 8 | 16
CCOC(=O)CN1C(=O)C2(OCCCO2)c2cc(Br)ccc21 | 11 | 13 | -27 | -6 | 38 | -2.3 | -17 | -14
Cc1ccc(S(=O)(=O)CCC(=O)Nc2sccc2C#N)cc1 | -5 | 7 | 23 | -2 | -10 | -1.5 | 13 | 23
CS(=O)(=O)NCc1ccc(C(=O)O)cc1 | 1 | -1 | -10 | 0 | -23 | -1.1 | 0 | 3
O=C(CN1C(=O)c2ccccc2S1(=O)=O)Nc1ccccc1C(=O)NCc1ccco1 | 0 | 2 | 21 | -1 | -10 | -5.5 | -3 | 8
C[N+]1(CC(=O)Nc2ccccc2Cl)CCN(C(=O)c2cccs2)CC1 | 7 | 4 | -2 | -1 | -7 | 0.3 | 4 | 1
O=C(COc1coc(CN2CCN(c3ccccc3)CC2)cc1=O)NCC1CCCO1 (centres undefined) | 8 | 4 | 8 | 1 | 11 | 0.8 | 2 | 8
CN(C)c1ccc2nc3c(=O)[nH]c(=O)nc-3n(CC(O)C(O)C(O)CO)c2c1 (centres undefined) | 19 | 16 | 28 | -7 | 5 | -2.3 | 32 | 32
Cc1cccc(NC(=O)[C@@H]2CCCN2S(=O)(=O)c2ccc(Cl)cc2)c1 | 9 | 7 | 10 | -1 | -8 | 2.0 | 11 | 15
CCN(CC(=O)Nc1sc2c(c1C#N)CCC(C)C2)Cc1nc2ccccc2c(=O)[nH]1 (centres undefined) | -10 | -18 | 23 | -4 | -21 | -0.4 | 6 | 21
c1ccc(-c2ccccc2OCCCCN2CCCCCC2)cc1 | 36 | -31 | 14 | 1 | -4 | 1.8 | 19 | -13

(continued)
SMILES | Mdm2 MdmX PPI | 697 NFkB inh | tim10-1 inh | UPR XBP1 act | Jurkat NFkB inh | UPR CHOP act | TIM10 inh | tim23-1 inh
CCn1cc(C(=O)N[C@H](C(=O)O)C(C)C)c(=O)c2cc3c(cc21)OCO3 | -23 | 11 | 7 | 2 | -19 | 2.1 | 1 | 10
O=C(Nc1nc(-c2ccccn2)cs1)Nc1ccc(F)cc1F | 59* | -63 | 14 | 7 | -3 | 36 | 32 | 14
C/C(=N/NC(=O)c1cccnc1)C1=C(O)CC(C)(C)CC1=O | 17 | -1 | -11 | 1 | 4 | 0.0 | -11 | 1
CN(C)C(=O)CSc1nnc(Cc2ccc([N+](=O)[O-])cc2)o1 | 19 | 1 | -5 | -4 | -7 | -2.8 | 0 | -2
CC(=O)Nc1ccc(/C(C)=N/Nc2nc(Nc3ccccc3)nc(N3CCOCC3)n2)cc1 | 49 | 53* | 1 | 1 | -20 | 3.2 | 10 | 5
Cc1nc(NC(=O)C2CC2)sc1C(=O)N1CCCCC1 | 8 | 18 | 10 | -2 | -10 | -0.4 | 10 | 10
CC(=O)Nc1cccc(NC(=O)CSc2nnc3ccccn23)c1 | 0 | 9 | -19 | -2 | -9 | 1.0 | -6 | -4
N#CCSc1nc(Nc2ccc3c(c2)OCO3)c2ccccc2n1 | 20 | -18 | 12 | 2 | 3 | 0.6 | 10 | 8
O=C(CCS(=O)(=O)c1cc2c(cc1Cl)NC(=O)CO2)NCCc1ccccc1 | -10 | 14 | 13 | 0 | 5 | 2.9 | -5 | -7
CC(C)(CCO)Nc1ncnc2onc(-c3ccc(F)cc3)c12 | 15 | 2 | 5 | 2 | -9 | 0.4 | -7 | -2
CCOc1ccc(S(=O)(=O)NCc2cccnc2)cc1 | 8 | -8 | 7 | -2 | 5 | 1.1 | -5 | 1
Cc1cccc(NC(=O)CCN2CCC(C(N)=O)CC2)c1 | 2 | -12 | -8 | -3 | -4 | 0.4 | -1 | 10
O=C(Nc1ccc(C(=O)N2CCCCC2)cc1)c1cccs1 | 21 | 15 | 25 | -4 | 5 | 0.9 | 10 | 19
CC[C@H](C)/C=C(C)/C=C/C1=CC2=CC(=O)[C@]3(C)OC(=O)[C@@H](C(C)=O)[C@@H]3C2=CO1 | 12 | 16 | 21 | -1 | 14 | 1.6 | 11 | 25
CN(C)S(=O)(=O)c1ccc(C(=O)NCC2(N3CCOCC3)CCCCC2)cc1 | -10 | 17 | -9 | -2 | 3 | 0.7 | 6 | 1
CC(C)CC(=O)Nc1nnc(S(=O)(=O)N(C)Cc2ccco2)s1 | 9 | -5 | -8 | -3 | -15 | -1.0 | 6 | 6
O=C(NNc1c2ccccc2nc2ccccc12)c1cccc(O)c1 | 19 | 7 | 12 | 0 | -17 | 0.4 | 9 | 8
CC(C)NC(=O)COc1coc(CN2CCN(c3cccc(Cl)c3)CC2)cc1=O | 13 | -8 | 25 | -1 | -6 | -0.1 | 13 | 13
C=CCSc1nnc(CCc2ccccc2)n1N | 15 | -12 | -20 | 0 | -7 | 2.3 | -5 | -9
COc1ccc(Cc2nnc(NC(=O)CSc3ccccc3)s2)cc1OC | 3 | 1 | 5 | 3 | 10 | 2.0 | -10 | -4
COc1ccccc1OCC(=O)NC1CCSc2ccccc21 (centres undefined) | 14 | -27 | 16 | 1 | 10 | 4.2 | 9 | 28
CCn1c(SCC(=O)Nc2ccc(C)cc2)nc2nc3c(cc2c1=O)CCCC3 | 7 | 14 | 12 | -1 | -11 | 1.5 | 6 | -4
CC1CCc2c(sc3ncnc(SCC(=O)N(C)C4CCS(=O)(=O)C4)c23)C1 (centres undefined) | -2 | 5 | 15 | 0 | -1 | 1.0 | 10 | 11
CCCCN1C(=O)/C(=C2\SC(N3CCCCC3)=NC2=O)c2ccccc21 | -11 | -83 | 32 | 4 | -52 | 8.5 | 28 | 38
O=C(O)C1CC=CCC1C(=O)NCCCCc1ccccc1 (centres undefined) | 17 | 5 | -5 | 0 | 6 | -1.1 | 3 | 1

Continuation.
SMILES | Mdm2 MdmX PPI | 697 NFkB inh | tim10-1 inh | UPR XBP1 act | Jurkat NFkB inh | UPR CHOP act | TIM10 inh | tim23-1 inh
CC1(C(=O)CSc2nc3ccccc3s2)CCC(=O)O1 (centres undefined) | -1 | -50 | 18 | 6 | -15 | 3.4 | 2 | 13
C=CCc1cccc2cc(C(=O)NC(C)(C)C)c(=O)oc12 | 20 | -9 | -17 | -3 | -4 | 2.8 | -15 | 9
COc1cc(SC)ccc1C(=O)NCc1ccc(C)cc1 | 0 | -1 | 17 | 4 | -5 | 4.6 | 16 | 8
COc1cc(OC)cc(-c2nnc(SCC(=O)N(Cc3ccccc3)C(C)(C)C)o2)c1 | 40 | -35 | 14 | 1 | 2 | -1.5 | 13 | 16
O=C(COC(=O)c1ccc(Br)o1)NCCNC(=O)COC(=O)c1ccc(Br)o1 | 20 | -2 | -23 | -1 | 4 | 3.4 | -7 | 1
O=C1COc2ccc(C(=O)CSc3nnc(Cc4cccs4)n3-c3ccccc3)cc2N1 | 10 | -19 | 24 | 1 | -18 | 0.0 | 18 | 17
Cc1ccc(Nc2nc(=O)c3cc([N+](=O)[O-])ccc3s2)cc1 | -36 | -20 | -2 | 3 | -15 | 1.7 | -7 | -4
CCOC(=O)CCC(=O)Nc1ccc(S(=O)(=O)Nc2cc(OC)nc(OC)n2)cc1 | 22 | 14 | -8 | -5 | 9 | -0.8 | 4 | 3
COc1ccc(C(=O)Nc2ccnn2C2CCN(Cc3cccnc3)CC2)cc1 | 20 | 6 | -13 | -4 | 4 | 0.2 | 1 | -2
CC1=NN(Cc2cc(C(C)(C)C)c(O)c(C(C)(C)C)c2)C(=O)C1 | 8 | -1 | 12 | -1 | 0 | 2.2 | 3 | 20
